Screening data (PubChem)
Rat MKP-3 inhibitors: inhibition of rat DUSP6 enzyme activity – biochemical, in vitro, primary screen (AID 425); recombinant MKP-3 phosphatase activity, fluorescence; higher % means a stronger effect; one-dose inhibition, % at 20 µM; IC50 in µM for titrated hits; actives 0.17% (n = 110,000); in the data active = inhibition above about 50%;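 note: plate controls were vehicle for no effect and reference inhibitor for full effect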
Hsp70 inhibitors: small molecules displacing fluorescent ligand from Hsp70 – biochemical, fluorescence polarization, primary screen (AID 583) | Hsp70 fluorescence polarization probe displacement, mP; higher % means a stronger effect | actives 0.06% (n = 140,000) | one-dose displacement, % at 20 µM; IC50 in µM for titrated hits; in the data active = displacement above about 50%;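 note: plate controls were vehicle for no effect and reference ligand for full effect; a part of the inactive calls stands beside numbers as strong as those of hits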
* = called active by the depositor; / = not tested or not shown; & = joins results of further samples.

SMILES	Rat MKP-3 inhibitors	Hsp70 inhibitors
Cc1cc(C)n2nc(SCC#N)nc2n1	-7%	6.2%
Cc1ccccc1N(CC(=O)N1CCN(c2ccccc2)CC1)S(C)(=O)=O	/	-6.1%
O=C(C1CCCO1)N1CCc2ccccc21 (stereo not given)	-1%	2.1%
CC1CCC(C(=O)NC(C(=O)NCCN2CCC(C)CC2)C(C)C)CC1 (stereo not given)	-2%	3.7%
CC1=C(C(=O)OCCOc2ccccc2)C(c2ccccc2F)C2=C(CCCC2=O)N1 (stereo not given)	0%	0.2%
CN1CCN(CCC(=O)Nc2ccc(F)c(F)c2)CC1	-13%	/
Cc1ccnc(N2CCC(C(=O)NCc3ccc4c(c3)OCO4)CC2)n1	-10%	2.0%
COc1cc(/C=C2\SC(=O)N(c3c(C)n(C)n(-c4ccccc4)c3=O)C2=O)ccc1O	2%	-7.3%
O=C(NCc1ccco1)c1nc(-c2ccccc2)n(-c2ccccc2)n1	-16%	-9.9%
COc1ccc(CC(=O)Nc2cccc(C(=O)O)c2C)cc1	1%	6.8%
O=C(NC1CCCC1)C(c1ccccn1)N(C(=O)c1csnn1)C1CCCC1 (stereo not given)	/	8.8%
Cc1cc(C(=O)OCC(=O)c2c(N)n(C)c(=O)n(C)c2=O)c(C)n1-c1ccccc1	-3%	-1.9%
O=C1c2ccccc2C(=O)N1Cc1nc2ccccc2c(=O)n1Cc1ccco1	1%	3.1%
FC(F)(F)c1cc(-c2cccs2)nc(NCc2ccco2)n1	-14%	1.2%
COc1ccc(CCNC(=O)C(Cl)(Cl)Cl)cc1	-2%	1.4%
O=C(O)C1CCCCC1C(=O)NCc1ccccc1 (stereo not given)	1%	1.6%&6.0%
N#CCCN1CCN(S(=O)(=O)c2ccc(S(=O)(=O)NCc3ccccc3)cc2)CC1	-6%	-1.1%
CC1(C)N=C(N)NC(Nc2ccccc2)=N1	0%	1.2%&-0.7%
CCOc1cc(C(=O)Nc2sc(C)c(C)c2C(=O)OC)cc(OCC)c1OCC	5%	-5.5%
CCNc1nc2c(c(=O)[nH]c(=O)n2C)n1CC(C)C	-4%	-7.4%

Molecules above that contain fluorine (3):
SMILES	Rat MKP-3 inhibitors	Hsp70 inhibitors
CC1=C(C(=O)OCCOc2ccccc2)C(c2ccccc2F)C2=C(CCCC2=O)N1 (stereo not given)	0%	0.2%
CN1CCN(CCC(=O)Nc2ccc(F)c(F)c2)CC1	-13%	/
FC(F)(F)c1cc(-c2cccs2)nc(NCc2ccco2)n1	-14%	1.2%

Going on with the list:
SMILES	Rat MKP-3 inhibitors	Hsp70 inhibitors
O=C(c1cc2ncc(Br)cn2n1)N1CCOCC1	-7%	/
O=C(c1cccc([N+](=O)[O-])c1)N1N=C(c2ccccc2)CC1(O)C(F)(F)F (stereo not given)	-2%	2.0%
CC(/C=C/c1ccccc1)=NNC(=O)c1ccc(Cl)cc1O	0%	4.1%
COc1ccc(-c2cc(C(F)(F)F)n3nc(C(=O)Nc4cccc(O)c4)cc3n2)cc1OC	9%	-1.9%
OC(Cn1cncn1)c1ccc(Cl)cc1Cl (stereo not given)	-5%	18%
COc1cc(NC(=O)C2CC(=O)NC3=C2C(=O)CC(C)(C)C3)c(OC)cc1Cl (stereo not given)	-1%	2.7%
COc1ccc(-c2nnc3sc(-c4c(OC)cccc4OC)nn23)cc1	-4%	-44%
COc1ccc2nc(NC(=O)CSc3ccccc3)sc2c1	/	-3.3%
Cc1nc2ccccc2n1-c1ccccc1	11%&-5%	3.0%&0.4%
O=C(Nc1nnc(SCC(=O)N2CCCCC2)s1)C1CCCCC1	0%	3.1%
COc1ccccc1NS(=O)(=O)c1ccc(C)c(C(N)=O)c1	5%	1.3%
COCCn1nnnc1CN(CCCN1CCOCC1)Cc1cc2c(C)ccc(C)c2[nH]c1=O	-6%	6.1%
CCN(CC)c1ccc(C=Nn2cnnc2)cc1	-1%	1.7%
CC(=O)Nc1ccc(S(=O)(=O)N2CCN(C(=O)CCC3CCCC3)CC2)cc1	-4%	0.1%
Cc1ccc(-n2c(C)cc(C(=O)OCC(=O)N(CC(C)C)C3CCS(=O)(=O)C3)c2C)cc1 (stereo not given)	-13%	1.3%
CCOc1ccc(Cn2c(SCCCCC#N)nc3c2c(=O)n(C)c(=O)n3C)cc1OCC	1%	-1.0%
COc1ccc(C(CC(=O)O)NC(=O)COc2ccccc2OC)cc1OC (stereo not given)	3%	1.9%
COc1ccc2[nH]c(=O)c(CN(Cc3ccccc3OC)Cc3nnnn3CC3CCCO3)cc2c1 (stereo not given)	-5%	12%
O=S1(=O)C=C(Oc2ccc3ccccc3c2)c2ccccc21	/	-0.4%
COCCn1c(SCC(=O)c2ccc(CNC(C)=O)o2)nc2ccccc2c1=O	-1%	2.1%

12 compounds from above, sorted by count of non-hydrogen atoms, rising:
SMILES	Rat MKP-3 inhibitors	Hsp70 inhibitors
OC(Cn1cncn1)c1ccc(Cl)cc1Cl (stereo not given)	-5%	18%
CCN(CC)c1ccc(C=Nn2cnnc2)cc1	-1%	1.7%
COc1ccc2nc(NC(=O)CSc3ccccc3)sc2c1	/	-3.3%
O=C(Nc1nnc(SCC(=O)N2CCCCC2)s1)C1CCCCC1	0%	3.1%
COc1ccc(-c2nnc3sc(-c4c(OC)cccc4OC)nn23)cc1	-4%	-44%
O=C(c1cccc([N+](=O)[O-])c1)N1N=C(c2ccccc2)CC1(O)C(F)(F)F (stereo not given)	-2%	2.0%
COc1cc(NC(=O)C2CC(=O)NC3=C2C(=O)CC(C)(C)C3)c(OC)cc1Cl (stereo not given)	-1%	2.7%
COCCn1c(SCC(=O)c2ccc(CNC(C)=O)o2)nc2ccccc2c1=O	-1%	2.1%
Cc1ccc(-n2c(C)cc(C(=O)OCC(=O)N(CC(C)C)C3CCS(=O)(=O)C3)c2C)cc1 (stereo not given)	-13%	1.3%
COc1ccc(-c2cc(C(F)(F)F)n3nc(C(=O)Nc4cccc(O)c4)cc3n2)cc1OC	9%	-1.9%
COCCn1nnnc1CN(CCCN1CCOCC1)Cc1cc2c(C)ccc(C)c2[nH]c1=O	-6%	6.1%
COc1ccc2[nH]c(=O)c(CN(Cc3ccccc3OC)Cc3nnnn3CC3CCCO3)cc2c1 (stereo not given)	-5%	12%

The listing continues.
SMILES	Rat MKP-3 inhibitors	Hsp70 inhibitors
Cc1ccc(N2CC(C(=O)Nc3ccc(S(=O)(=O)N4CCCC4)cc3)CC2=O)cc1 (stereo not given)	8%	-4.0%
O=C(c1ccccc1)N1CCN(CC2CC=CCC2)CC1 (stereo not given)	2%	-0.6%
Oc1ccccc1/C=N/Nc1cc(N2CCCC2)nc(N2CCCC2)n1	119%*	4.6%
COc1cccc(/C=C2/C=C(c3ccc(C)cc3)OC2=O)c1OC	0%	-10%
O=C(c1cc2ccccc2cc1OCC(O)CN1CCCCC1)N1CCCCC1 (stereo not given)	2%	6.4%
O=C(Nc1nccs1)C1CCN(S(=O)(=O)c2cccnc2)CC1	-7%	13%
COc1cc(/C=N\n2nnnc2N)ccc1OCc1ccc(F)cc1	3%&-2%	-3.3%&-0.6%
Brc1c(OCCOCCn2cncn2)ccc2ccccc12	-3%	3.1%
COc1ccccc1N(CN1CCCC1=O)C(=O)c1ccccc1F	7%	0.4%
CC(=O)C1=C(O)C(=O)N(CCN(C)C)C1c1ccc2c(c1)OCO2 (stereo not given)	0%	3.6%
CSc1nnc(Cn2c(=O)sc3ccccc32)n1-c1cccc(Cl)c1	-8%	2.5%
OC1CC(c2ccco2)NC2(CCCCC2)C1 (stereo not given)	-3%	2.6%
Cc1ccc(S(=O)(=O)N(CC(=O)NCC2CCCO2)c2ccc(C(C)C)cc2)cc1 (stereo not given)	4%	-3.3%
Cc1ccc2[nH]c(C(=O)N/N=C/c3ccncc3)c(-c3ccccc3)c2c1	2%	-3.5%
c1ccc(Nc2ncnc3sc4c(c23)CCC4)cc1	2%	-6.8%
CCOC(=O)c1c(NC(=O)c2ccoc2C)sc2c1CCC(C)C2 (stereo not given)	1%	3.9%
COc1cccc(N(CC(=O)Nc2ccc(C)cc2)S(=O)(=O)c2ccccc2)c1	0%	4.3%
C=CCn1c(SCC(=O)Nc2ccc3c(c2)OCO3)nnc1-c1cc(Br)ccc1O	-11%	5.9%
O=C(/C=C\Nc1ccc2c(c1)OCO2)c1cccs1	-1%	0.9%
CCOc1ccc(/C=C2\C(=O)NC(=O)N(c3ccc(C)cc3)C2=O)cc1Cl	-4%	1.6%
Cc1cc(=O)oc2cc(OCC(=O)Nc3sc4c(c3C(N)=O)CCC4)ccc12	3%	2.0%
CCc1[nH]nc2c1C(c1ccsc1)C(C#N)=C(N)O2 (stereo not given)	/	0.2%
O=C(CSc1nnc(COc2ccc(Cl)cc2)n1Cc1ccco1)c1ccccc1F	-3%	2.1%
COC(=O)c1ccccc1NC(=O)c1ccc(I)cc1	2%	-0.5%
CCc1ccc(CC)c(S(=O)(=O)Nc2ccc(C(=O)O)c(O)c2)c1	-4%	2.2%
Cc1nc2ccccc2nc1OCC(=O)NCc1ccc2c(c1)OCO2	7%	3.4%
CC(C)c1ccc2oc(-c3cc(N)ccc3O)nc2c1	-7%	1.6%
COCCn1c(C)cc(C2=NNC(=Nc3ccccc3)SC2)c1C	/	-4.0%
O=C(COc1ccc(Cl)cc1)N(c1ccccc1)c1ccccc1	6%	1.0%
C=CCn1c(CCC(=O)O)ccc1-c1ccccc1	-6%	2.2%
O=C(CN1C(=O)c2cccc3cccc1c23)NCc1ccncc1	/	-1.0%
CCn1nnc(NC(=O)COc2cc(C)ccc2C(C)C)n1	-14%	6.8%
N/C(=N/N=C\c1cc(Br)ccc1O)c1ccccn1	-1%	1.1%
Cc1cn(S(=O)(=O)c2ccc3ccccc3c2)cn1	2%	1.0%
CCC(C)C(=O)N1c2ccccc2C(N(C(=O)COc2ccccc2)c2ccccc2)CC1C (stereo not given)	0%	0.6%
COc1cc(OC)c(C(=O)Oc2ccc3c(c2)OCO3)cc1OC	-5%	-3.3%
CCOC(=O)CCC(NC(=O)c1ccc(NCN2C(=O)CCC2=O)cc1)C(=O)OCC (stereo not given)	-9%	3.7%
Cc1ccccc1OCC(=O)NCCC(=O)O	4%	-0.4%
CCC1(C)OC(=O)N(CCCn2ccnc2C)C1(C)O (stereo not given)	/	5.7%
N#Cc1ccc(/C=N/N2C(=O)C3C(C2=O)C2C=CC3C23CC3)c([N+](=O)[O-])c1 (stereo not given)	-1%	2.3%
O=C1S/C(=C\c2cccs2)C(=O)N1Cc1ccccc1	1%	2.8%
COc1ccc(NC(=O)CSc2ncnc3c2cnn3Cc2ccccc2)cc1OC	/	1.0%
Cc1ccc2cc(C(c3nnnn3C3CCCC3)N(Cc3ccccc3)Cc3ccco3)c(=O)[nH]c2c1 (stereo not given)	-13%	-4.6%
O=C(O)CSc1nc(-c2ccccc2)nc2c1oc1ccccc12	5%	-2.0%
Cc1nnc(C)n1/N=C/c1ccc(-c2ccccc2)cc1	1%	4.8%&-2.5%
O=C(CSc1nnc(-c2ccccn2)n1Cc1ccco1)c1ccccc1	-3%	3.8%
CC(=O)N1SC(N)=NC1c1ccccc1 (stereo not given)	-7%	-4.4%
CCCc1nnc2n1N=C(c1ccc(OC)c(OC)c1)CS2	-7%	2.2%
CC(C)(C)c1ccc(-c2nn(CNc3cccc(Cl)c3)c(=S)o2)cc1	1%	3.2%
CCOC(=O)c1nnn(-c2nonc2-n2cccc2)c1CN1CCCCC1	8%	-0.7%

Next section
SMILES	Rat MKP-3 inhibitors	Hsp70 inhibitors
O=C(O)CCC(=O)N1CCOc2ccc(Cl)cc21	1%	8.6%
O=C(c1cccs1)N1CCC(c2nc3ccccc3s2)CC1	-2%	-4.9%
O=C1NC(=O)N(c2ccc(F)cc2)C(=O)/C1=C/c1cc(Cl)c(O)c(Cl)c1	3%	-2.1%
O=C(CCCc1nc(-c2ccccc2)no1)NCc1cccnc1	-5%	2.6%
Cc1ccc(NC(=O)c2cc(-c3ccc(C)o3)nc3ccccc23)nc1	-1%	-2.3%
Cc1cc(C)n(CC(O)CN2C(=O)NC(C)(C)C2=O)n1 (stereo not given)	-15%	-1.7%
CCCCCn1c(N2CCN(Cc3ccccc3)CC2)nc2c1c(=O)[nH]c(=O)n2C	-2%	0.2%
O=C1CCc2cc(S(=O)(=O)NCCC(=O)NC3CCN(Cc4ccccc4)CC3)ccc2N1	-2%	1.1%
Cc1ccc(N/C=C/C(=O)C(C)(C)C)c(O)c1	/	6.5%
COc1ccccc1/C=N/NC(=O)C(=O)NCc1ccccn1	0%	-2.8%
O=C(c1cccnc1)N1C2C=CC(C2)C1(C(F)(F)F)C(F)(F)F (stereo not given)	-3%	0.8%
C=CCc1ccccc1OCC(O)CN1CCN(c2ccccc2F)CC1 (stereo not given)	-2%	-1.7%
Cc1ccc(-n2c(C)cc(C)c(C#N)c2=O)cc1Cl	3%	5.7%
COc1cc(NS(=O)(=O)c2ccccc2)cc(OC)c1	3%	-5.5%
Cc1cc(=O)[nH]c(-n2nc(C)cc2C)n1	-4%	-0.2%
Cc1ccc(C(=O)NNC(=O)c2ccc3ccccc3c2O)cc1	3%	0.9%
Cc1ccc(C2=NC(=O)/C(=C/c3ccc4c(c3)OCO4)S2)cc1	0%	-9.1%
Cc1ccc(CN(C(=O)c2ccco2)C(C(=O)NC2CCCC2)c2ccc(N3CCOCC3)cc2)cc1 (stereo not given)	/	1.3%
COc1ccc(Cl)c(S(=O)(=O)N2CCCC2)c1	-4%	1.9%
COC(=O)Nc1sc(C)c(C)c1C(N)=O	-1%	1.4%
O=C(Oc1ccc(Cl)cc1Cl)c1c(F)cccc1F	-3%	-1.4%
O=C1C=C/C(=N\S(=O)(=O)c2ccc(F)cc2)c2ccccc21	-2%	0.3%
COc1ccc(OC)c(NC(=O)c2ccccc2SC)c1	/	-4.9%
CCc1ccccc1NC(=O)CN(c1ccc(Cl)cc1)S(C)(=O)=O	-1%	-0.8%
COc1ccc(C(=O)Nc2cc3c(cc2C#N)OCO3)cc1S(=O)(=O)N1CCN(C)CC1	-11%	5.1%
COc1ccc(/C=N/NC(=O)CNc2cccc3ccccc23)c(O)c1	3%	1.6%

Some of the compounds tested; rates above refer to the full screens.
